High-throughput results (PubChem)
CXCR6 inh = blocks human CXCR6 beta-arrestin recruitment | inhibition, % at 20 µM | O00574 | 0.36% of 360,000 active | CHO-K1 PathHunter CXCR6 beta-arrestin, luminescence; in the data active = inhibition above about 34%, passing the limit was not always enough;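 also: antagonist mode with CXCL16 agonist at 10 nM final; 0% = 10 nM CXCL16 with DMSO and 100% = unstimulated wells without agonist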
Target sequence (O00574 whole entry, looked up): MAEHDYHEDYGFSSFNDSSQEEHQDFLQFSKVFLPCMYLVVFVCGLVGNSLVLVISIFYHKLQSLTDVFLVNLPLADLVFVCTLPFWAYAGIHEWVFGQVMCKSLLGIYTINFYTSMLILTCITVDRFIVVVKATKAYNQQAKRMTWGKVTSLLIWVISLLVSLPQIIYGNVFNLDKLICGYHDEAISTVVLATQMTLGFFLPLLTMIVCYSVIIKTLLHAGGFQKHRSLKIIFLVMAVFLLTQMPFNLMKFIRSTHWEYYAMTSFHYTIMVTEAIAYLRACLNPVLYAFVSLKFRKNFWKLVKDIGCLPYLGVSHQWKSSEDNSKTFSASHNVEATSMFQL
CCR6 antag = antagonists of human CCR6 receptor; P51684; CHO-K1 CCR6 PathHunter beta-arrestin, luminescence, CCL20-stimulated; inhibition, % at 20 µM; 0.49% of 340,000 active; AID 493098;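 active = compounds whose inhibition of the agonist-driven luminescence signal at 20 µM reaches about 50%, limit read from the data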;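 also: cells stimulated with CCL20 at 14 nM final; plate controls were DMSO with CCL20 for no effect and DMSO without agonist for full effect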
APJ antagonist = APJ receptor antagonism. P35414. AID 2521. 0.32% of 330,000 active. inhibition, % at 20 µM. CHO-K1 APJ beta-arrestin complementation, luminescence;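 active = inhibition above about 40% at 20 µM, limit read from the data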;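 also: cells challenged with 10 nM apelin-13 agonist together with compound; plate controls were apelin-13 plus DMSO wells for no effect and DMSO wells lacking apelin-13 for full effect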
Gli-Sufu antag = antagonists of Gli-Sufu signaling; Sufu-KO-LIGHT fibroblasts, Gli luciferase reporter luminescence; 0.74% of 340,000 active; inhibition, % at 5 µM;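 active = inhibition above about 55%, limit read from the data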;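 also: 0% = DMSO-treated cells and 100% = wells with medium but no cells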
697 NFkB inh = inhibitors of the PMA/ionomycin-induced NF-kB reporter in 697 B cells; 697 B-cell NF-kB luciferase reporter, 16 h; inhibition, % at 4 µM; 0.33% of 330,000 active; AID 435022; in the data active = inhibition above about 35%
Jurkat NFkB inh = lowers PMA/ionomycin-induced NF-kB signal in Jurkat cells | inhibition, % at 4 µM | PMA/ionomycin-induced NF-kB luciferase reporter, luminescence | 0.53% of 330,000 active; in the data active = inhibition above about 50%
UBC13 inh = inhibitors of human UBC13 polyubiquitin chain formation. P61088. TR-FRET. inhibition, % at 20 µM. 0.47% of 330,000 active; in the data active = inhibition above about 45%, passing the limit was not always enough
Target sequence (P61088 whole entry, looked up): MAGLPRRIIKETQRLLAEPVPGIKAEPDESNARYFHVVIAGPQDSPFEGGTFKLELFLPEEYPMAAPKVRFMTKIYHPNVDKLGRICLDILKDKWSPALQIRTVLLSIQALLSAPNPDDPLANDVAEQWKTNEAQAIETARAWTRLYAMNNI
EBI2 block = blocks human EBI2 receptor beta-arrestin signaling. EBI2 beta-arrestin recruitment, luminescence, 7a,25-OHC stimulated. P32249. inhibition, % at 5 µM. 0.81% of 360,000 active; in the data active = inhibition above about 38%;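 also: enzyme fragment complementation signal reports receptor beta-arrestin coupling in cells; 0% = agonist plus DMSO wells and 100% = wells without agonist; some results beyond the cut were filed as inactive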
Target sequence (P32249 whole entry, looked up, the tested form may be a part): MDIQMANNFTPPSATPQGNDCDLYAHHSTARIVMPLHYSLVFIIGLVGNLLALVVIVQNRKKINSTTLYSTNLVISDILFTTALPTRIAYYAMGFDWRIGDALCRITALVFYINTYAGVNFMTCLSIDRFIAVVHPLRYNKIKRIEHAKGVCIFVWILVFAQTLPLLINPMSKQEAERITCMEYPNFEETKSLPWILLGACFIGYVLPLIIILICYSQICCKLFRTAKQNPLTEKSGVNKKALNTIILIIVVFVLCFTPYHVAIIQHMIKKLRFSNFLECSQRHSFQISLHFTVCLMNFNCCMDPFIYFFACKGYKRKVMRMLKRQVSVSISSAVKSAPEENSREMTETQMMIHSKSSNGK
The depositor's hits bear a star; · = not tested or not shown. Compounds as they come; any-hit rate near 3%.

SMILES	CXCR6 inh	CCR6 antag	APJ antagonist	Gli-Sufu antag	697 NFkB inh	Jurkat NFkB inh	UBC13 inh	EBI2 block
COc1ccccc1-c1nnc(SC)n1C	-3	4	-3	-10	-3	-17	-8	-10
CCOc1ccc(CC(=O)N2CCC3(CC2)NCCc2[nH]cnc23)cc1	0	12	23	8	5	3	2	-3
CC1CCCCC1NC(=O)C1CCC(CNc2c(N3CCCCC3)c(=O)c2=O)CC1 (stereo not drawn)	-6	8	-17	3	9	-2	-7	-9
O=C(Cn1cc[n+](CC(=O)c2ccc(Cl)cc2Cl)c1)c1ccc(Cl)cc1Cl	10	11	6	9	1	12	35	3
CC(=O)CC(C)(C)n1nnc(-c2ccccc2)n1	-1	16	-18	13	19	-3	16	-8
OC(COc1ccccc1)CN1CCCCC1 (stereo not drawn)	-1	-1	·	8	·	·	·	-15
CCC(=O)Nc1ccc(C(=O)c2ccccc2)cc1	2	-4	10	0	-5	-6	4	1
O=C(CCNC(=O)c1ccc(Cl)cc1)NCCCN1CCOCC1	-7	-6	10	2	19	-2	31	-1
Cc1cc(C)n2nc(C(=O)NCc3ccco3)nc2n1	4	-3	-14	-3	-1	-9	0	-4
COc1ccc(OC)c(C(=O)N/N=C/c2ccccn2)c1	-6	9	4	-1	-8	1	-11	-2
COc1ccccc1NS(=O)(=O)c1cccc(C(=O)OCc2nc3ccccc3s2)c1	3	0	0	0	-19	-16	14	9
Cn1c(=O)c(-c2ccccc2N)nc2ccccc21	-9	-3	-10	1	-6	-30	-8	1
O=C(Nc1ccc(Nc2ccccc2)cc1)c1cc([N+](=O)[O-])ccc1Cl	-60	-2	-16	2	-7	-33	0	22
O=C(CSc1ccc(-c2nc3ccccc3[nH]2)cn1)N1CCN(C(=O)c2ccco2)CC1	-9	-3	-45	1	1	2	6	-2
Cc1ccc(NC(=O)COC(=O)/C=C/c2ccc(Br)o2)cc1S(=O)(=O)N(C)C	-4	11	-11	-7	6	-12	-4	1
NC(=S)Nc1ccc(C(F)(F)F)cc1Cl	7	12	9	4	-26	-6	-5	4
CCCCN(C(=O)COC(=O)CSc1cc(C)c2ccccc2n1)c1c(N)n(CCC)c(=O)[nH]c1=O	3	15	-13	7	21	-3	17	-2
COc1ccccc1CCC(=O)NNC(=O)c1cccs1	0	6	-16	3	12	4	16	-1
O=C(NCc1cccs1)C1CC(c2ccc(Cl)cc2)=NO1 (stereo not drawn)	1	10	15	-8	8	10	3	-6
Cc1ccccc1-n1c(Cn2c(=O)sc3ccccc32)nnc1SC(C)C	5	12	22	1	8	-2	10	0

Nothing new here: entries from further up.
SMILES	CXCR6 inh	CCR6 antag	APJ antagonist	Gli-Sufu antag	697 NFkB inh	Jurkat NFkB inh	UBC13 inh	EBI2 block
COc1ccccc1-c1nnc(SC)n1C	-3	4	-3	-10	-3	-17	-8	-10
CCOc1ccc(CC(=O)N2CCC3(CC2)NCCc2[nH]cnc23)cc1	0	12	23	8	5	3	2	-3
CC1CCCCC1NC(=O)C1CCC(CNc2c(N3CCCCC3)c(=O)c2=O)CC1 (stereo not drawn)	-6	8	-17	3	9	-2	-7	-9

Next section
SMILES	CXCR6 inh	CCR6 antag	APJ antagonist	Gli-Sufu antag	697 NFkB inh	Jurkat NFkB inh	UBC13 inh	EBI2 block
COc1cc(C(=O)OCC(=O)N2CCOCC2)c([N+](=O)[O-])cc1OC	5	7	3	19	13	-11	0	-6
CC(C)(C)c1cc(-c2n[nH]c(=S)n2-c2ccc(Cl)cc2)n[nH]1	-8	-5	16	10	12	-8	4	11
Cc1cc(=O)oc2cc(NC(=O)CC3(CC(=O)O)CCCC3)ccc12	8	9	6	-13	-12	2	-1	10
C#CCSc1nnc(-c2ccc([N+](=O)[O-])cc2)o1	-18	-12	-8	-34	-29	-25	-34	-8
CCCCc1nc2sc3c(c2c(=O)[nH]1)CCC3	-2	-6	10	-8	10	0	9	-1
C#CCOC(=O)C1C2C=CC(C2)C1C(=O)O (stereo not drawn)	-3	-2	2	-1	12	0	5	-3
C=C(C)C1CC=C(C)/C(=N/NC(=O)c2ccccc2[N+](=O)[O-])C1 (stereo not drawn)	-1	0	22	-3	12	3	-6	-12
COc1ccccc1Nc1nc(-c2ccc([N+](=O)[O-])cc2)nc2ccccc12	-6	-20	-1	14	13	9	0	-8
CCOC(=O)c1cc(C#N)c(Oc2cccc(C(F)(F)F)c2)nc1-c1ccccc1	-1	7	1	17	0	3	8	9
COc1ccc(CNC(=O)CSc2ccc(Br)cc2)cc1OC	4	2	5	2	14	5	16	31
COc1ccc2c(C(=O)CN3CCN(CCO)CC3)c[nH]c2c1	5	-7	7	1	9	-10	-21	-4
O=C(c1cc(-c2ccccn2)nc2ccc(Br)cc12)N1CCN(S(=O)(=O)c2ccccc2)CC1	4	16	-1	5	-3	24	-15	-11
CCOc1ccccc1NC(=O)CN(c1ccc(C)cc1)S(=O)(=O)c1c(C)noc1C	1	16	18	2	-14	-6	-1	39
Cc1ccc(S(=O)(=O)NCC2CCC(C(=O)NCc3ccc4c(c3)OCO4)CC2)cc1 (stereo not drawn)	-1	3	9	7	7	20	-1	20
O=S1(=O)c2ccccc2Nc2ccccc21	-18	-7	-7	4	-24	-22	-12	-13
COc1ccc(C2C=C(c3ccc(Br)cc3)Nc3nc(N4C(=O)CCC4=O)nn32)cc1 (stereo not drawn)	-8	7	3	-6	20	8	14	-4
COc1ccccc1CC(=O)NC1CCCc2ccccc21 (stereo not drawn)	1	23	-9	-9	-9	-5	-21	-11
O=c1c2ccccc2nc2oc3ccccc3n12	-2	-8	-10	-49	-111	-99	6	-1
O=c1c2nncn2c2cccnc2n1CCNc1ncc(C(F)(F)F)cc1Cl	6	8	-9	11	-28	6	7	0
Cc1ccc(OP(=O)(Nc2c(C)n(C)n(-c3ccccc3)c2=O)Oc2ccc(C)cc2)cc1	-2	-11	9	9	-1	-1	3	-4
Cc1ccc(-c2nc3ccccc3[nH]c2=O)cc1	3	13	7	-36	-52	-45	31	4
CN(C(=O)c1cccnc1)c1nnc(-c2cccnc2)s1	-7	1	6	-3	10	-2	6	-7
CCC(CC)C1C(C#N)=C(N)Oc2n[nH]c(C)c21 (stereo not drawn)	3	-1	22	6	30	1	7	-18
O=C(NCc1ccco1)C1(c2ccccc2)CCCC1	3	21	-5	0	-5	8	-12	-1
CCSc1ccc([C@@H]2[C@H]3C(=O)N(CC)C(=O)[C@H]3[C@]3(C(=O)OC)CCCCN23)cc1OC	4	3	-3	-7	20	7	3	8
O/N=C(\Cc1cscn1)c1ccc(O)cc1O	1	-8	-2	-6	8	-10	18	1
CC(C)(C)NCC1(CO)SC(N)=NC1=O (stereo not drawn)	-3	-13	1	-1	15	-6	-1	3
CCOC(=O)c1c(C)[nH]c(C(=O)OCC(=O)Nc2ccc(OCC)cc2)c1C	-3	-6	24	-1	20	6	-6	-10
CCCc1ccc(OCc2ccc(C(=O)O)o2)c(OC)c1	-4	-15	0	10	-132	-22	11	12
COc1ccc(OC)c2[nH]c(=O)c(CCNC(=O)c3cccs3)cc12	-3	-4	11	-6	16	14	-1	-1
Cc1cccc(N2CCN(C(=O)c3nn(C)c4c3CS(=O)(=O)c3ccccc3-4)CC2)c1C	10	24	17	-2	-12	-1	5	16
CSc1cccc(NC(=O)CN(c2cc(C)ccc2C)S(C)(=O)=O)c1	2	15	-7	0	-4	-15	4	9
Cc1ccc(C(=O)C(C)N2C(=O)NC(C)(c3ccccc3)C2=O)cc1 (stereo not drawn)	7	2	13	4	8	2	4	-1
O=C(C1CCCO1)N1CCN(C(=S)Nc2ccc(Br)cc2)CC1 (stereo not drawn)	-2	-14	-9	-6	-8	17	-3	-10
COc1ccc(N(C)C(=O)c2cn(CC(C)C)c(=O)c3cc(OC)c(OC)cc23)cc1	4	-4	0	-3	11	-17	5	7
COc1ccccc1C(=O)NC(CCSC)C(=O)OCC(=O)NC(=O)NCc1ccco1 (stereo not drawn)	-6	18	13	4	6	1	1	-3
COc1ccc2nc3c(cc2c1)c(NC(=O)CC(C)C)nn3CC(C)C	-10	9	5	-7	-49	16	10	4
CCN1/C(=C2/OC(=S)N(C)C2=O)Sc2ccccc21	-10	6	·	3	·	·	·	-8
CC(=O)Nc1cccc(C(=O)Nc2cccc3ncccc23)c1	-2	9	8	86*	18	11	4	-6
Cc1ccsc1/C=C(\C#N)C(=O)Nc1c(C)n(C)n(-c2ccccc2)c1=O	7	-2	-9	-2	-26	14	-8	-5
CCCn1c(SCC(=O)Nc2ccccc2C(=O)NC2CC2)n[nH]c1=O	8	-6	7	5	13	-4	8	7
CCOC(=O)c1c(CC(C)C)csc1NC(=O)c1ccccc1C(=O)O	-8	-8	23	-1	-15	-5	0	1
CCOc1c(Nc2ccc(C(C)C)cc2)c(=O)c1=O	-1	6	-11	3	-14	-14	0	10
Cc1ccc2cc(CN(C(=O)c3ccco3)c3ccccc3)c(=O)[nH]c2c1	4	19	-18	-5	14	-13	1	-1
CCC(C)C1Nc2ccc(C(=O)NCc3ccc4c(c3)OCO4)cc2NC1=O (stereo not drawn)	-6	4	2	-18	-3	-13	-8	17
NC(=O)C(CC(=O)O)NC(=O)[C@@H]1CCOc2c(I)cc([N+](=O)[O-])cc2C(=O)N[C@@H](CCC(=O)O)C(=O)N[C@@H](CO)C(=O)N1 (stereo partly drawn)	·	1	-69	-3	-14	10	-22	·
COc1cccc(-c2sc3ccc(OC)cc3c2C#CCC(C)O)c1 (stereo not drawn)	-4	5	-7	9	-10	-15	29	-1
COc1cc2cnc(-c3cccnc3)cc2cc1OC	22	-8	-3	1	24	5	2	-3
COc1ccc(Cl)cc1NC(=O)CN(C)C(=O)Cc1ccsc1	7	3	-1	-4	11	14	1	2
CCOc1ccccc1N1CN(Cc2ccccc2)CNC1=S	4	23	11	-9	-6	-21	-2	5
COc1ccc(C2OC34CCCCC3C(C#N)(C#N)C2(C#N)C(=N)O4)cc1 (stereo not drawn)	-12	7	6	1	18	11	3	-2
COc1ccc(C(OC(=O)c2ccco2)C(=O)NC2CCCC2)cc1 (stereo not drawn)	2	13	-1	-3	6	3	-8	3
Cc1ccc(S(=O)(=O)N2CCOCC(=O)NCCOCCNC(=O)COCC2)cc1	-18	-15	·	6	·	·	·	-2
COc1ccccc1NC(=O)COC(=O)c1cc2ccccc2cc1O	-9	8	4	-5	7	4	10	0
C=CCC1NS(=O)(=O)O[C@H](CCCC)[C@@H]1O (stereo partly drawn)	-16	-4	8	0	2	3	-4	1
CCOc1cccc2cc(-c3csc(NC(=O)CCC(=O)NCCN4CCCCC4C)n3)c(=O)oc12 (stereo not drawn)	-3	20	-11	15	-57	-200	-9	-7
CSc1ccc(S(=O)(=O)Nc2cccc(F)c2)cc1	·	·	-10	·	-3	-8	-1	·
O=[N+]([O-])c1ccc(OCC(O)CNC2CCCC2)cc1 (stereo not drawn)	5	-2	-2	8	8	10	6	6
Cc1nonc1NC(=O)CSc1ccc(-c2ccccc2)nn1	-3	-17	14	-4	12	-1	0	3
CCCn1c(=O)c2c(nc(Br)n2CCC)n(C)c1=O	3	15	1	-2	-26	-16	-12	-8
CCOc1cc(S(=O)(=O)NCCCn2ccnc2)ccc1Cl	-4	-9	11	7	-17	8	9	-2
C=CCn1c(=O)c2c(nc(-n3nc(C)cc3C)n2C)n(C)c1=O	17	13	-12	-11	6	-13	0	-7

Rewritten with values under each structure: part of the list above.
Screens in order – CXCR6 inh, CCR6 antag, APJ antagonist, Gli-Sufu antag, 697 NFkB inh, Jurkat NFkB inh, UBC13 inh, EBI2 block
- CCOc1cccc2cc(-c3csc(NC(=O)CCC(=O)NCCN4CCCCC4C)n3)c(=O)oc12 (stereo not drawn)
→ -3, 20, -11, 15, -57, -200, -9, -7
- Cc1ccccc1-n1c(Cn2c(=O)sc3ccccc32)nnc1SC(C)C
→ 5, 12, 22, 1, 8, -2, 10, 0
- CSc1ccc(S(=O)(=O)Nc2cccc(F)c2)cc1
→ ·, ·, -10, ·, -3, -8, -1, ·
- COc1ccccc1-c1nnc(SC)n1C
→ -3, 4, -3, -10, -3, -17, -8, -10
